Compound activity (PubChem BioAssay)
OX1R antag-1: human HCRTR1 antagonism; CHO/OX1R cells, Fluo-8 calcium fluorescence, orexin A; inhibition, % at 5 µM; 330,000 compounds, 0.43% hits; AID 434989;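 active = inhibition above its plate's threshold, mean inhibition of all tested compounds on the plate plus 3 SD, cut at about 37% in these data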;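 note: 0% = orexin A challenge wells and 100% = SB-334867-A antagonist wells; not every result past the cut was called active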
Target sequence (O43613 whole entry, looked up): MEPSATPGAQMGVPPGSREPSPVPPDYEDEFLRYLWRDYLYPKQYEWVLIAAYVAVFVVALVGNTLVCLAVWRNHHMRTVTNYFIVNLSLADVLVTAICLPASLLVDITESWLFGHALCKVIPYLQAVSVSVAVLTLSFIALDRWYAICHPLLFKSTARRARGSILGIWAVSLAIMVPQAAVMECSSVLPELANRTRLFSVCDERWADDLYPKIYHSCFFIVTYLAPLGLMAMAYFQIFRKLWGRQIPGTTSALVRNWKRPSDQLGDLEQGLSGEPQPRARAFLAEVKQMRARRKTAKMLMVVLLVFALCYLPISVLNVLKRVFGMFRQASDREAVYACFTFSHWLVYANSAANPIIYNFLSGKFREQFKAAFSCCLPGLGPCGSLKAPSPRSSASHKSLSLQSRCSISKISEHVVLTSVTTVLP
OX1R antag-2: antagonists of human orexin 1 receptor (OX1R). OX1R-expressing cells, FRET antagonist read-out. inhibition, % at 6.6 µM. 330,000 compounds, 1.8% hits. AID 485270; in the data active = inhibition mostly above about 38%, no sharp cut-off; inactive = mostly below about 40%;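 note: 0% = agonist challenge alone and 100% = reference antagonist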
* marks the source's active call; other numbers are inactive results.

SMILES	OX1R antag-1	OX1R antag-2
Cc1ccc2c(c1)N(CC(=O)N1CCCc3ccccc31)C(=O)C(C)O2 (stereo unspecified)	-26	8
CCCC[C@@H]1CNC(=S)N1CCc1cccc(F)c1	-17	21
O=C(CN1CCC(NC(=O)Nc2ccccc2-c2ccccc2)CC1)NCc1ccco1	-25	6
COc1ccc(CC(=O)c2ccc(OC3OC(CO)C(O)C(O)C3O)cc2O)cc1 (stereo unspecified)	0	11
Cc1ccc2c(c1)c1c3n2CCN(C(=O)Cn2c(-c4ccccc4)noc2=O)C3CCC1 (stereo unspecified)	-27	3
CCCC(=O)C1=C(N(C)c2ccccc2)CC(C)(C)C(C(=O)OC)C1=O (stereo unspecified)	-9	14
CC(Sc1nc(N2CCCCC2)c2c(c1C#N)CCCC2)C(=O)O (stereo unspecified)	-7	39
Cc1cc(C)c(S(=O)(=O)NCC(CCC(=O)O)C(F)(F)F)c(C)c1 (stereo unspecified)	-2	22
CCC(Cc1ccccc1)NC(=O)CSc1ccsc1[N+](=O)[O-] (stereo unspecified)	-33	32
CCOC(=O)/C=c1\s/c(=C\c2ccc(C#N)cc2)c(=O)n1CC(=O)NCc1ccco1	-6	0
O=C1CC(N2CCN(c3nc4ccccc4s3)CC2)C(=O)N1c1cccc(F)c1 (stereo unspecified)	-21	16
CCOc1ccc(N2C(=O)C(Cl)=C(Nc3ccccc3O)C2=O)cc1	2	9
Nn1c(SCC(=O)Nc2cc(S(=O)(=O)N3CCOCC3)ccc2Cl)nnc1-c1cccnc1	-10	8
O=C(c1ccccn1)N1CCN(S(=O)(=O)c2ccccc2)CC1	0	2
O=C(Cc1cc(=O)oc2cc(O)ccc12)NC(Cc1ccc(Cl)cc1)C(=O)O (stereo unspecified)	10	-2
CCOC(=O)c1sc2nc(C)n(N)c(=O)c2c1C	-13	13
CCC(Sc1nncn1C)C(=O)Nc1nnc(-c2ccccc2Cl)s1 (stereo unspecified)	-20	-8
Cc1ccc2[nH]c3c(c2c1)CN(C)CC3	-2	1
CCOC(=O)C1CCN(C(=O)CN2C(=O)C(CC)Oc3ccccc32)CC1 (stereo unspecified)	-20	5
O=C(Nc1cccc2c1CCCC2)C1CCN(C(=O)NC2CCCCC2)CC1	-5	3
CCCCCCSc1cccc(-c2nc3ccc(C)cn3c2NCc2ccccc2)c1	-31	42
CCOc1ccc2nc(NS(C)(=O)=O)sc2c1	-14	10
CCOc1ccc(C(C(=O)NCC2CCCO2)N(C(=O)c2snc(C(N)=O)c2N)c2ccccc2F)cc1 (stereo unspecified)	-7	22
COc1ccc(NC(=O)CSc2nc3c([nH]c4ccccc43)c(=O)n2C)cc1	-21	8
CC(Cc1ccccc1)N/C=C1/CC(=O)NC1=O (stereo unspecified)	-4	9
c1ccc(-c2cn3c(n2)CCC3)cc1	-7	-10
CCn1cc([C@@H]2C[C@H]3CN(Cc4cccc(Cl)c4)C(=O)[C@]34CCCN24)cn1	-15	21
Cc1ccc(O)c(C(=O)c2cc(C#N)c3nc4ccccc4n3c2)c1	-18	14
CCOC(=O)c1c(NC(=O)CC2SC(N)=NC2=O)sc2c1CCC(C)C2 (stereo unspecified)	-20	-1
Cc1ccc2nc(N3CCN(C=O)CC3)nc(-c3ccccc3)c2c1	-25	5
CSc1ncccc1C(=O)OCC(=O)c1cccc(Br)c1	2	26
ClC(Cl)(Cl)c1nc(N/N=C/c2ccncc2)c2ccccc2n1	0	19
CCCC(=O)C1=C(O)C(C(=O)OC)C(C)(C)CC1=NCCCCCC(=O)O (stereo unspecified)	-1	2
COc1ccc(N(C)S(=O)(=O)c2ccc3c(c2)oc(=O)n3C)cc1	-7	7
CC(C(=O)NCC1(c2ccccc2)CCCC1)N1CCCC1 (stereo unspecified)	-26	-7
COc1ccc(/C=C(\C#N)C(=O)NC2CCS(=O)(=O)C2)cc1OC (stereo unspecified)	11	25
C[C@H](CO)N1C[C@H](C)[C@@H](CN(C)S(C)(=O)=O)Oc2ccc(NC(=O)C3CC3)cc2C1=O	3	4
CN1CCN(c2ccc([N+](=O)[O-])cc2NC(=O)c2cccs2)CC1	-3	46
CSCCC(NC(=O)COc1ccccc1)C(=O)OCCOc1ccc(Br)cc1 (stereo unspecified)	-15	13
O=C(c1cccs1)c1c[nH]cc1-c1ccccc1	-13	33
Cn1c(NC2CCCCC2)cc(=O)n(C)c1=O	3	21
Nc1nnc(SCCOc2ccc(Br)cc2)s1	-3	24
Cc1cccc(-n2cc(CN3CCN(C(=O)c4ncn[nH]4)CC3)c(-c3cccc(F)c3)n2)c1	-23	5
COc1ccc(-c2[nH]ncc2/C=C(\C#N)C(=O)NC2CC2)cc1	-8	47
O=C(CSC1CN(C(c2ccccc2)c2ccccc2)C1)N/N=C/c1ccc(Cl)cc1Cl	-36	12
O=C(O)CSCc1nc2ccccc2[nH]1	-1	6
CN(C(=O)COC(=O)c1cccnc1Nc1cccc(C(F)(F)F)c1)C1CCS(=O)(=O)C1 (stereo unspecified)	-29	16
O=C(Nc1nnc(CCc2ccccc2)s1)c1ccccc1F	-20	-2
O=C(CN1c2ccccc2Sc2ccccc21)NNC(=O)Nc1ccc(Cl)c(Cl)c1	-19	47
CCCc1cc(=O)n2[nH]c(-c3ccc(Cl)cc3)cc2n1	-19	9
O=C1C=C(c2ccc(F)cc2OCc2ccccc2)C[C@@H](c2ccc(F)cc2)C1	-36	7
CN(c1ccc(C(=O)NCCC2=CCCCC2)cc1)S(C)(=O)=O	-21	3
Cn1c(=O)c2c(ncn2CC(=O)Nc2ccc(Cl)cc2Cl)n(C)c1=O	-26	18
Cc1ccc(NC(=O)C2CC(=O)n3c(nc4ccccc43)N2)cc1Cl (stereo unspecified)	2	14
O=C(CSc1nc(C(F)(F)F)cc(=O)[nH]1)Nc1cccc2ccccc12	-12	19
O=C(Nc1ccc(S(=O)(=O)Nc2cnc3ccccc3n2)cc1)c1ccc(Cl)cc1Cl	-12	24
Clc1ccc(-c2nnc3n2CCCS3)cc1	-22	22
COc1ccc(CC(=O)Nc2nccs2)cc1OC	-8	8
Nc1ncnc2c1ncn2[C@@H]1O[C@H](CN=C2NS(=O)(=O)c3ccccc32)[C@@H](O)[C@H]1O	22	17
CCOC(=O)N1CCC(N2Cc3cccc(C(=O)Nc4cc(F)ccc4F)c3C2=O)CC1	-33	-3

Continued:
SMILES	OX1R antag-1	OX1R antag-2
O=S(=O)(NCc1cn2ccsc2n1)c1cccs1	-4	13
COc1ccccc1OCC(=O)Nc1ccc(S(=O)(=O)N2CCN(C)CC2)cc1	-31	18
COc1cc(/C=N/NC(=O)c2cccnc2)ccc1OCC(=O)N1CCOCC1	-5	5
Cc1cc(N2CCN(S(=O)(=O)Cc3ccccc3)CC2)n2ncnc2n1	-13	16
CC1CCN(C(=O)CCNS(=O)(=O)c2ccc(Br)cc2)CC1	-6	-3
CN(CC(=O)NCc1ccc(Cl)cc1)S(=O)(=O)c1cccc2cccnc12	-26	14
COc1ccc(OC)c(/C=C/C(=O)N(C)CC(=O)Nc2cc(C)ccc2C)c1	-40	5
CCOc1ccccc1NC(=O)NNS(=O)(=O)c1cc(OC)ccc1OC	-29	10
O=C(CN1C(=O)NC2(CCOc3ccccc32)C1=O)Nc1cccc(Cl)c1 (stereo unspecified)	-23	10
N#C/C(=C(/O)CN1CCN(c2ccccc2F)CC1)c1nc(-c2ccc(Cl)cc2)cs1	-3	27
Brc1cccc(OCCSc2ncccn2)c1	-17	26
O=C(OCC(=O)N1CCCC1)c1cncc(Br)c1	-5	18
CC(C)NC(=O)C(c1ccc(F)cc1)N(Cc1ccco1)C(=O)CCC(=O)Nc1ccccn1 (stereo unspecified)	-11	16
COc1ccc2nc(CNC(=O)C3CCC(=O)N(CCc4ccccc4)C3)[nH]c2c1 (stereo unspecified)	-9	3
Cc1cc(O)c(NC(=O)c2ccc(C)c([N+](=O)[O-])c2)cc1C	7	23
CCOC(=O)N1CCC(NC(=O)CN2C(=O)C(CC)Oc3ccc(C)cc32)CC1 (stereo unspecified)	-21	14
CCOC(=O)C1(CC2CCCCO2)CCN(S(=O)(=O)c2ccc(C)s2)CC1 (stereo unspecified)	-18	29
COC(=O)C1CCN(C(=O)COC(=O)C2CCN(S(=O)(=O)c3ccc4c(c3)OCCO4)CC2)CC1	-2	13
CCn1cc(S(=O)(=O)c2ccc(C)cc2)c(=O)c2cc(OC)ccc21	-25	19
O=C(O)Cc1ccc2[nH]c3ccc(CC(=O)O)cc3c2c1	-10	19
COC(=O)c1cc(C(=O)NC(C)(C)CC(C)(C)C)cc([N+](=O)[O-])c1	-55	9
CCNCCC(=O)N1c2ccccc2Sc2ccc(NC(=O)OCC)cc21	-23	31
C#CCSc1nc(-c2cccs2)ccc1C#N	-14	45
O=C(NCCN1CCOCC1)c1cc(S(=O)(=O)NCCCN2CCCC2=O)ccc1Cl	-3	5
COc1cc(/C=C/C(=O)OCC(=O)N2CCCc3ccccc32)ccc1OCC#N	-33	6
O=C(O)C(Cc1ccccc1)N1C(=O)c2c(Cl)c(Cl)c(Cl)c(Cl)c2C1=O (stereo unspecified)	-17	12
O=[N+]([O-])c1cc(/C=N/O)ccc1N1CCCC1	-17	20
CCC(C)C(NC(=O)C1CCC(C)CC1)C(=O)NCc1ccccn1 (stereo unspecified)	-35	13
O=C(CSC1CC(=O)N(CCc2ccccc2)C1=O)Nc1cccc(Cl)c1 (stereo unspecified)	-5	-2
NNC(=O)CNc1ccccc1Cl	-18	11
O=C(c1ccc(Br)o1)N1CCC(Cc2ccccc2)CC1	-13	26
COC(=O)c1cc(NC(=O)c2ccccc2)c(=O)oc1C	0	18
CCC1(c2ccc(Cl)cc2)NC(=O)N(CC(=O)NCc2ccc(F)cc2)C1=O (stereo unspecified)	-30	12
CN(CC(=O)Nc1ccc(F)cc1)C(=O)COC(=O)CNC(=O)c1sc2ccccc2c1Cl	-17	22
Cc1sc2ncnc(N3CCC(C(=O)Nc4ccc(F)cc4Cl)CC3)c2c1C	-26	8
